# PMI inhibitors: MPI enzyme activity inhibition – biochemical, fluorescence intensity, coupled assay, primary screen (AID 1209). purified PMI enzyme, coupled fluorescence intensity; higher % means a stronger effect. inhibition, % at 20 µM; hits with a dose series show IC50 in µM. 190,000 compounds, 0.42% hits; in the data active = inhibition above about 50%;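 note: plate controls were DMSO vehicle for no effect and wells lacking substrate for full effect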
# T cell HTS: T cell immune modulators affecting CD8 T cell-vesicle binding; calls only at 7 µM; 2C CD8+ T cell-vesicle binding, flow cytometry; hits give low values; 330,000 compounds, 0.068% hits;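 active = response, share of CD8 T cells binding vesicles, and their 90th percentile fluorescence all below set limits, cut at about 80% in these data, passing the limit was not always enough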
#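 Assay system – 2C mouse CD8+ T cells · Also added – QL9-loaded Drosophila micro-vesicles · Timing – Cell–vesicle co-incubation 1.5 h at 37 °C, staining 20 min on ice · Signal – flow cytometry of vesicle-bound cells · Measure – percent CD8+ FL2 mean versus row control · Controls – Peptide-free naked vesicles (low) and QL9 vesicles with 0.7% DMSO vehicle (high)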
# b-catenin transl: alters nuclear translocation of beta-catenin in HeLa cells; nuclear translocation activity, % at 5 µM; immunofluorescence imaging; AID 1665; 190,000 compounds, 0.3% hits;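 active = nuclear translocation activity above 50% at 5 µM, with a well cell count of 50 or more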;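 note: per-cell ratio of nuclear to cytoplasmic median beta-catenin stain intensity; plate controls were DMSO negative control for no effect and GSK-3 inhibitor IX positive control for full effect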
#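 Test system: human HeLa cells, endogenous beta-catenin. Times: 24 h compound exposure, 37°C. Measured by: beta-catenin immunofluorescence imaging with DAPI.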
# Ins promoter up: MIN6 insulin promoter up-regulation | MIN6 insulin promoter-GFP reporter, high-content imaging; hits give high values | z-score at 5 µM | 190,000 compounds, 0.3% hits | AID 1625;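 active = z-score above 3 at 5 µM with at least 500 cells counted in the well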
# TNAP activation fold: stimulation of alkaline phosphatase TNAP activity – biochemical, luminescent, no phosphate acceptor, uHTS, primary screen (AID 1001) | activation fold at 20 µM, or EC50 in µM where a hit was titrated | purified TNAP, luminescent activation assay, no phosphate acceptor; higher activation fold means a stronger effect | 200,000 compounds, 0.03% hits; in the data active = activation fold from about 3, or a potency from the dose series; inactive = the rest, 99 in 100 with activation fold below about 1.6; note: many of its hits are not listed in these tables
# Dynein cargo inh: blocks dynein driven cargo transport along microtubules; 3617.4 mouse cells, GR-EGFP nuclear translocation imaging; test concentration mostly 20 µM; stimulated with dexamethasone, 1 µM; hits give low values; z-score, hits read low; 220,000 compounds, 0.47% hits;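 active = plate z-score of nuclear minus cytoplasmic receptor signal below a set negative limit, without overly bright fluorescence or cell loss, cut at about -3.5 in these data, passing the limit was not always enough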;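 note: z-score of nuclear minus cytoplasmic ring GR-EGFP intensity difference per well; some compounds called inactive have numbers as strong as hits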
#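 Buffer or medium: tet-free, stripped-serum medium; reagent: dexamethasone at 1.0 µM final, 30 min; incubation: 48 h induction, 1 h compound, 30 min dex at 37 °C; measured by: formaldehyde fixation, Hoechst nuclear stain, 10x automated fluorescence imaging; read-out: nuclear-to-cytoplasmic GR-EGFP distribution per well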
# Hep lipid drop: modulators of hepatic lipid droplet formation | AML12 mouse hepatocytes, oleate lipid droplets, BODIPY imaging | inhibition, % at 6.5 µM | 240,000 compounds, 0.4% hits | AID 1656;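 active = lipid droplet intensity inhibited by at least 50%, with more than 500 cells counted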
#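 Material – mouse AML12 hepatocyte cell line, fixed after treatment · Compound dosing – one dose, 6.5 µM compound · Times – compound with oleate, overnight · Measured by – Image-based BODIPY and DAPI two-channel analysis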
# MT stabilizer: stabilizes microtubules in HeLa cells; AID 2205; HeLa tubulin immunostaining HCS, 24 h; share of cells brighter than vehicle mean+2SD; 200,000 compounds, 0.83% hits; % tubulin-high responders, % at 10 µM;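 active = plate Z-score above 3 for both tubulin-high and condensed-nucleus cell shares, with cell loss under 80%, at 10 µM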;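 note: anti alpha tubulin signal scored within the nucleus-defined area of each cell; some results filed as inactive read as strong as hits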
# Myeloid diff MLP: myeloid differentiation induction; ER-HoxA9 myeloid progenitors, lysozyme-GFP differentiation, flow cytometry; calls only at 10 µM; 360,000 compounds, 1% hits; AID 624256;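 active = normalized GFP-positive differentiation at or above the plate's own cutoff, the solvent-only control mean plus 3 SD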;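 note: cells exposed to compound for four days before flow analysis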
# Dynein cargo inh cytoplasmic EGFP: recorded beside Dynein cargo inh, whose call it bears; z-score; measured here: cytoplasmic GR-EGFP intensity; hits give high values
# Dynein cargo inh nuclear GR-EGFP: further read-out of Dynein cargo inh, marked with its call; z-score; measured here: nuclear GR-EGFP intensity;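 lower value marks the stronger effect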
# Dynein cargo inh cell count: further read-out of Dynein cargo inh, marked with its call; z-score; measured here: cell count per field
# Ins promoter up cell count: second read-out of Ins promoter up, no call of its own (marks repeat the call); cell count; measured here: cytotoxicity, nuclei count;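 total cells summed across four imaged fields per well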
# Hep lipid drop cells 6.5 µM: also measured in Hep lipid drop; calls as there; cell count; measured here: cell count, cytotoxicity flag;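 cells counted across two imaged fields per well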
# b-catenin transl cell count 5 µM: also measured in b-catenin transl; calls as there; cell count; measured here: cell count, cytotoxicity flag
# T cell HTS vesicle-bound %: further read-out of T cell HTS, marked with its call; double positive events, %; measured here: CD8+ vesicle-bound cell fraction;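 binding gate set so that unloaded-vesicle control wells show 10% double positive cells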
# MT stabilizer Hoechst-high %: also measured in MT stabilizer; calls as there; % Hoechst-high responders; measured here: nuclear condensation Hoechst responders;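 share of cells brighter than vehicle mean plus two SD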
# MT stabilizer cytotoxicity %: also measured in MT stabilizer; calls as there; toxicity, %; measured here: cytotoxicity by cell density;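 0% = mean cell density of plate MIN control wells and 100% = no cells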
# Myeloid diff MLP GFP+ MAC1+ %: further read-out of Myeloid diff MLP, marked with its call; GFP+ MAC1+ double positive, %; measured here: differentiation confirmed by MAC1 staining
# * = called active by the depositor; i = inactive; . = not tested or not shown; + = active, no number. Not a hit list; overall some 3% were active at least once.
SMILES,PMI inhibitors,T cell HTS,T cell HTS vesicle-bound %,b-catenin transl,b-catenin transl cell count 5 µM,Ins promoter up,Ins promoter up cell count,TNAP activation fold,Dynein cargo inh,Dynein cargo inh cytoplasmic EGFP,Dynein cargo inh nuclear GR-EGFP,Dynein cargo inh cell count,Hep lipid drop,Hep lipid drop cells 6.5 µM,MT stabilizer,MT stabilizer Hoechst-high %,MT stabilizer cytotoxicity %,Myeloid diff MLP,Myeloid diff MLP GFP+ MAC1+ %
CC1=C(C(=O)Nc2ccccc2)C(c2ccc(N(C)C)cc2)NC(=O)N1 (stereo not drawn),8%,i,34,-5.1,1176,-0.32,1388,1.1,-0.18,-0.19,0.042,0.35,-2,738,1.5,1.1,9.9,i,1.0
Cc1ccc(OCc2nnc(SC3CCc4ccccc4C3=O)n2C)cc1 (stereo not drawn),30%,i,42,-0.2,888,0.74,1306,1,-0.72,-0.22,-0.64,0.95,-17,468,1.1,3.2,6.0,i,0.1
CC(=O)NC(Cc1ccccc1)C(=O)N1CCN(C(=O)c2ccco2)CC1 (stereo not drawn),14%,i,8,-1.2,1157,1.1,1259,1,-0.52,0.18,-0.042,-0.16,4,782,3.1,1.7,7.7,i,12
COc1ccc(C2CC(=O)C=C(NCc3ccccc3)C2)cc1 (stereo not drawn),.,i,34,-3.8,1032,0.42,1406,.,0.44,-0.1,-0.0017,-0.8,-8,680,.,.,.,i,0.5
Cc1ccc(-c2cc(C(=O)NCc3ccccn3)no2)cc1,-11%,i,34,-0.5,1098,0.17,1068,1.1,-0.59,-0.2,-0.47,-0.4,-15,512,2.6,2.4,7.1,i,4.7
Cc1ccc(C(=O)Nc2cccc(Oc3ccccc3)c2)o1,15%,i,53,.,.,-0.34,781,1.1,-0.2,-0.0088,0.22,-0.12,-4,761,2.2,1.9,8.6,i,1.0
Cc1[nH]c2ccccc2c1/C=N/n1cnnc1,-8%,i,52,-3.9,940,0.66,1238,1.1,-0.38,-0.21,-0.12,0.46,.,.,2.7,1.3,1.2,i,0.5
O=C(CC(NC(=O)c1ccccc1)c1ccccc1)Nc1cccc2ccccc12 (stereo not drawn),2%,i,36,-0.6,1022,0.16,1556,1.4,-0.39,-0.21,0.098,-0.15,-3,693,1.3,2.1,5.1,i,0.5
C=CC[N+](C)(C)CC(=O)OCc1ccccc1,-7%,i,62,1.8,549,-0.14,1186,1.1,-0.59,-0.17,-0.54,-3.3,-12,647,2.0,2.8,1.3,i,0.1
O=[N+]([O-])c1ccc2nc(-c3ccccc3[N+](=O)[O-])[nH]c2c1,-4%,i,56,0.3,1088,-0.23,1171,1,-0.62,-0.36,-0.24,0.97,14,730,1.4,1.9,2.0,i,0.5
CNC(=O)NC(=O)C(C)OC(=O)c1oc2ccccc2c1CSc1ccc(Cl)cc1 (stereo not drawn),0%,i,39,0.6,869,.,.,1,0.48,-0.15,0.42,-1.2,13,583,3.2,3.5,3.5,i,0.2
Cc1cccc(NC(=O)CS(=O)(=O)c2cn(C)c3ccccc23)c1C,-5%,i,22,-1.6,1152,1.7,991,1,2.5,0.12,2.5,-2.8,-8,623,2.9,2.0,2.4,+,3.4*
O=C(OCc1ccccn1)c1ccc(COc2ccc3ccccc3c2)o1,.,i,38,0.7,1295,-0.13,1124,.,-0.21,-0.69,-0.26,-0.37,-1,635,.,.,.,i,0.2
Cn1c(C(O)C(O)c2ccccc2)nc2ccccc21 (stereo not drawn),-39%,i,50,-1.0,1097,1.7,1344,1.1,-0.26,-0.26,0.13,0.52,21,653,4.1,1.9,9.8,i,0.1
COC(=O)c1ccc(NC(=S)Nc2ccc3ccccc3c2)cc1,14%,i,34,-5.6,1289,-0.16,1909,1.1,0.19,-0.19,-0.28,0.62,11,711,0.7,1.2,7.9,i,0.7
CN(C)c1ccc(C(=S)N2CCCCC2)cc1Br,8%,i,65,-1.6,945,-0.44,1632,1.1,-0.83,-0.27,-0.23,0.87,-4,692,1.2,1.7,8.6,i,0.6
N#Cc1ccc(Oc2nc(C#N)cc(-c3ccccc3)n2)cc1,4%,i,9,-4.6,541,-1.7,1156,1,-2.5,0.46,-1.7,0.76,-19,660,1.5,3.4,6.4,i,0.6
O=C1OCC(CO)(CO)N=C1NNc1ccccc1Cl,-62%,i,46,.,.,-0.2,730,1.2,-0.48,-0.27,-0.2,0.97,28,867,2.2,1.3,7.9,i,8.8
O=C(NCc1ccc2c(c1)OCO2)C1CCN(S(=O)(=O)c2cccc3nsnc23)CC1,2%,i,35,-0.7,1022,-0.21,1954,1.2,0.5,-0.28,0.25,-0.54,-7,670,5.0,2.8,9.6,i,0.5
COC(=O)CN(CCc1ccccc1)S(=O)(=O)c1ccc(OC)c(OC)c1,4%,i,41,-5.8,1206,-0.44,859,1.1,-0.73,0.16,-0.42,1.8,-9,738,3.3,2.6,5.6,i,0.9
Cc1sc2nc(N)sc2c1C,0%,i,53,-1.1,1104,-0.28,1329,1.1,-0.21,-0.22,-0.043,0.54,.,.,2.3,1.2,4.3,i,0.9
CCCC(=O)NNC(=O)c1c(O)c2ccccc2[nH]c1=O,9%,i,61,-1.3,1070,0.42,1149,1.4,-0.31,-0.35,-0.69,0.82,3,700,4.9,2.1,12,i,0.8
CCCC(=O)C1=C(O)C(C(=O)OC)C(C)(C)CC1=NCCCCCC(=O)O (stereo not drawn),.,i,13,-1.4,1324,0.26,1069,.,0.24,-0.26,0.63,-0.042,4,725,.,.,.,i,0.6
S=c1[nH]nc(COc2ccccc2)n1/N=C/c1ccc(Br)s1,17%,i,14,2.0,1375,0.71,1533,0.5,1.7,-0.11,0.97,-1.7,.,.,2.3,1.2,5.3,i,2.0
O=C(COC(=O)C1CCN(S(=O)(=O)c2cccs2)CC1)c1ccc2c(c1)OCCO2,13%,i,21,-8.4,1005,0.07,1321,1.1,3.5,0.018,2,-1.7,.,.,5.8,2.0,17,i,1.8
COC(=O)CCC(=O)N1CCCC(CO)(Cc2ccccc2)C1 (stereo not drawn),.,i,62,0.4,1549,.,.,1.1,-0.12,-0.32,0.23,0.78,0,736,1.6,1.5,7.6,i,0.1
COc1ccc(NC(=O)CN2C(=O)CSC(C)C2=O)cc1 (stereo not drawn),-7%,i,53,-1.8,1063,-0.5,1501,1.1,0.12,-0.31,0.28,1.2,5,647,1.7,1.1,6.2,i,0.3
CCN(CC)c1ccc(/C=N/Nc2nc(C)cc(C)n2)cc1,.,i,44,0.2,1288,-3.2,561,.,-0.21,-0.21,0.042,0.41,-11,730,.,.,.,i,0.4
O=C(NCc1ccccc1)C(c1ccc(F)cc1)N(Cc1ccco1)C(=O)c1ccccn1 (stereo not drawn),3%,i,41,-2.2,1349,-0.89,1574,1.1,-0.29,-0.084,0.1,-0.33,.,.,2.1,1.5,6.3,i,1.7
N#Cc1ccc(C(=O)CSc2n[nH]c(=O)n2Cc2ccco2)cc1,.,i,43,0.3,1318,-0.46,953,.,0.27,-0.13,0.57,0.11,6,693,.,.,.,i,0.3
O=C(COC(=O)C1(c2ccc(F)cc2)CCCC1)N1CCc2ccccc21,6%,i,44,.,.,-0.89,1225,1.1,-0.61,-0.31,-0.67,0.67,-48,683,1.3,3.1,11,i,1.6
Cc1cccc2c(=O)c(C(=O)N3CCCCCC3)c[nH]c12,0%,i,16,-0.7,874,0.19,1279,1.1,4.8,0.052,3.6,-2.3,.,.,5.2,1.8,6.6,i,0.8
Nc1c(C(=O)O)cnn1-c1ccccc1,-5%,i,57,1.3,1033,1.7,970,1,-0.6,-0.28,-0.28,0.22,32,682,1.9,1.9,3.6,i,0.9
CNC(=S)NNC(=O)c1ccc(=O)n(Cc2cccc(C(F)(F)F)c2)c1,-8%,i,49,-0.4,997,-0.72,1258,1.8,0.53,-0.27,0.68,-1.9,3,668,3.2,2.2,4.9,i,0.0
CCCN1C(=O)/C(=C\C=C2/Sc3ccccc3N2CC)SC1=S,.,.,.,12,1494,0.32,1073,0.8,-0.94,0.19,-0.46,-0.048,21,653,9.7,1.6,3.6,.,.

# Source: PubChem BioAssay
